Screens (PubChem)
C-LANA FP: inhibitors of KSHV C-LANA binding to DNA, primary screen, biochemical, fluorescence polarization, FAM-LBS DNA, MBP-C-LANA, single point; actives 0.078% (n = 340,000); inhibition, % at 9 µM;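 active = highest replicate inhibition at or above 60% at 9 µM, even if other replicates fall short; inactive = all replicates below 60% inhibition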;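 note: 0% = neutral control wells and 100% = 4 µM acridine orange control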
PKA-R2B activ: activators of PKA-R2B holoenzyme, primary screen, biochemical, fluorescence polarization, Cy5-IP20, human | AID 504700, 2011 | actives 0.079% (n = 340,000) | PKA-R2B holoenzyme dissociation; R2B truncated from residue 108, S112A mutant; 0% DMSO only, 100% 113 µM cGMP | activation, % at 11.4 µM;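 active = activation above a cutoff set at the mean over all compounds plus 3 SD, cut at about 18% in these data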;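 note: higher means more holoenzyme dissociation and a rise in polarization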
Target sequence (P31323 whole entry, looked up, other chains not shown, the tested form may be a part): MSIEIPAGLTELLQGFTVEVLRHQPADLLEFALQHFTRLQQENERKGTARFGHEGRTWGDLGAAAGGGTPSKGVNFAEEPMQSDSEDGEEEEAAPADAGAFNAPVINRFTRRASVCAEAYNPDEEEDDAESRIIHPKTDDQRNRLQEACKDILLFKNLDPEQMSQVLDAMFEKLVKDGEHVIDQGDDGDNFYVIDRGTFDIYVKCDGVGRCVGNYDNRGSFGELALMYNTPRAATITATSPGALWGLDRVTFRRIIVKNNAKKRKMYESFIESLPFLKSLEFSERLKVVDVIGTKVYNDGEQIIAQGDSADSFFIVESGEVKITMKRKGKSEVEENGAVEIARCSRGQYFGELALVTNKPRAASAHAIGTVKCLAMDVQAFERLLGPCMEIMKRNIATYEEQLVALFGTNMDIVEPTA
NSD2 HMT inh: NSD2 histone methyltransferase inhibitors, primary screen, biochemical, AlphaScreen, single concentration, set 2; Histone-lysine N-methyltransferase NSD2 (Homo sapiens), O96028; NSD2 peptide methylation, 120 min; inhibition, % at 12.5 µM; actives 0.54% (n = 310,000); AID 743445, 2014; in the data active = inhibition above about 50%
DAGLB inhibitor: DAGLB lipase inhibitors, primary screen, biochemical, fluorescence, HTS; HEK293T DAGLB membrane lysate, EnzChek fluorogenic substrate; actives 0.059% (n = 340,000); Diacylglycerol lipase-beta (Homo sapiens), Q8NCG7; inhibition, % at 5.17 µM; in the data active = inhibition above about 34%;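 note: 0% = enzyme with vehicle and 100% = wells lacking enzyme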
PvdQ inh: P. aeruginosa PvdQ acylase inhibitors, primary screen, biochemical, fluorescence, plate reader and imaging, single point; PvdQ acylase [Pseudomonas aeruginosa LESB58]; purified PvdQ acylase; inhibition, % at 10 µM; actives 0.063% (n = 340,000); in the data active = inhibition above about 30%, passing the limit was not always enough;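 note: 0% = vehicle neutral wells and 100% = reference inhibitor wells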
SR-BI HDL uptake: inhibitors of SR-BI mediated HDL lipid uptake, primary screen, ldlA[mSR-BI] cells, fluorescence, single point; ldlA[mSR-BI] CHO cells, DiI-HDL uptake fluorescence, 3 h; inhibition, % at 12.5 µM; actives 0.96% (n = 320,000); AID 488896, 2010;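 active = mean replicate inhibition of at least 70% and a set share of replicates each scoring 70 or more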;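 note: 0% = median of neutral control wells and 100% = median of positive control wells; values of inactives mirror those of a sister screen read the other way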
Target sequence (Q61009 whole entry, looked up): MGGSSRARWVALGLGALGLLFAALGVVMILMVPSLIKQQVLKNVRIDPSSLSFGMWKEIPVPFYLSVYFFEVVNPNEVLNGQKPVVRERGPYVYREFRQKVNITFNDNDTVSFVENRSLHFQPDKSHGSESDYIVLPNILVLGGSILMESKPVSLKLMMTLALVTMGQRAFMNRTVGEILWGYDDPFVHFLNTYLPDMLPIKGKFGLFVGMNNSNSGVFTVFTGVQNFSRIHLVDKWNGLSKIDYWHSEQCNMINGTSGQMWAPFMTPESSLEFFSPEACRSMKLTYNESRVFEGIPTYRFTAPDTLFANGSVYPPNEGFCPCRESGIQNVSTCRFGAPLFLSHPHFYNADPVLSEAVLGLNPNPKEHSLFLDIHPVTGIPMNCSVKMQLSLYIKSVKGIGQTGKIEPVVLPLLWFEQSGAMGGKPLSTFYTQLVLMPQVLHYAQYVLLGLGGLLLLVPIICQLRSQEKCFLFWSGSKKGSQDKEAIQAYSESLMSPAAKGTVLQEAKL
Arr AP2 block: inhibitors of beta-arrestin/AP2 binding, primary screen, biochemical, GPCR trafficking, flow cytometry. beta-arrestin 1 C-terminal peptide binding to AP2 beta2-adaptin appendage (human). FITC-arrestin peptide / GST-AP2 beads; AP2 beta2 appendage carries R879A mutation. inhibition, % at 10 µM. actives 0.31% (n = 340,000);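 active = inhibition above a set limit, near 3 SD of compounds lacking own fluorescence, cut at about 54% in these data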;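 note: plate controls were DMSO wells for no effect and 5 µM unlabelled arrestin peptide for full effect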
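system = GST-tagged AP2 beta2-adaptin appendage (R879A) on 4 µm glutathione beads | reagent = FITC-labelled arrestin peptide probe, 50 nM final | schedule = compound with beads 12 min RT, then probe 1 h RT | signal = HyperCyt-sampled flow cytometry, FL1 channel, ex 488/em 535 nm | read-out = percent response from loss of bead-bound FITC fluorescence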
Keap1 Nrf2 FP: Keap1-Nrf2 protein-protein interaction inhibitors, primary screen, biochemical, fluorescence polarization, single point; Keap1 Kelch-Nrf2 peptide fluorescence polarization, 1536-well; actives 0.15% (n = 340,000); Kelch-like ECH-associated protein 1 (Homo sapiens), Q14145; inhibition, % at 9.4 µM; AID 504523, 2011; in the data active = inhibition above about 12%;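 note: human Keap1 Kelch domain with fluorescein labeled Nrf2 9mer peptide probe; 0% = neutral control wells and 100% = peptide positive control; higher means more block of Keap1 binding to Nrf2 peptide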
SR-BI DiI-HDL act: activators of SR-BI mediated DiI-HDL uptake, primary screen, ldlA[mSR-BI] CHO cells, DiI fluorescence; 3 h; 100 = double the neutral-control signal; activation, % at 12.5 µM; actives 0.096% (n = 320,000); AID 504775, 2011;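 active = mean replicate activation of at least 60% and every replicate at or above 60%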;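 note: 0% = median plate neutral-control signal and 100% = twice that signal; values of inactives mirror those of a sister screen read the other way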
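System: CHO ldlA[mSR-BI] cells / Medium: HEPES-buffered (25 mM, pH 7.4) F12 plus 0.5% BSA / Probe or stimulus: labelled HDL, 10 µg/mL / Doses: single compound concentration, delivered by pin transfer / Schedule: 3 h, 37 °C / Measured by: DiI fluorescence, bottom read / Measure: cell-associated DiI fluorescence as measure of HDL uptake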
RTF Ca sens inh: cardiac RTF calcium sensitivity inhibitors, primary screen, biochemical, IANBD-TnC fluorescence, EC70 calcium; inhibition, % at 7.15 µM; IANBD-labeled cardiac RTF, Ca2+ fluorescence; AID 493244, 2011; actives 0.12% (n = 340,000);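 active = inhibition above the mean inhibition of all tested compounds plus 3 SD, cut at about 17% in these data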;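 note: assay run at fixed EC70 calcium of 1.6 mM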
Numbers without * were called inactive; nt = no result given.

Molecule	C-LANA FP	PKA-R2B activ	NSD2 HMT inh	DAGLB inhibitor	PvdQ inh	SR-BI HDL uptake	Arr AP2 block	Keap1 Nrf2 FP	SR-BI DiI-HDL act	RTF Ca sens inh
CCN(CC)C(=O)Cn1c(=O)n(CCCC(=O)NCc2ccc3c(c2)OCO3)c(=O)c2sccc21	-0.2	3	15	1	-13	nt	-5	-1	nt	-3
Cc1c(N2C(=O)c3ccccc3C2(O)c2ccccc2)c(=O)n(-c2ccccc2)n1C (stereo not drawn)	0.5	-9	-5	-1	2	-33	-5	-3	33	0
Cc1cccc(Cn2nc(C)cc2NC(=O)CCCn2ccc([N+](=O)[O-])n2)c1	-1.0	-16	0	0	2	13	11	-4	-13	2
Fc1ccc(-c2nnc3sc(C4COc5ccccc5O4)nn23)cc1 (stereo not drawn)	0.9	5	-1	-4	6	-16	4	-5	16	-4
Cc1nc2ccc(NC(=O)c3cccc(C(F)(F)F)c3)cc2o1	0.1	5	-1	0	-15	52	3	-5	-52	-7
CCc1nc2ccccc2n1CC(=O)Nc1cc(C)on1	-0.8	-10	0	-1	5	-17	3	-3	17	-4
CN(CCc1ccccc1)C1CCCN(C(=O)Cn2cccn2)C1 (stereo not drawn)	-1.5	-4	-1	0	-12	-12	-11	-5	12	3
Cc1ccc(-n2c(NN)nc3ccccc3c2=O)c(C)c1	-0.6	2	3	-2	4	16	38	3	-16	5
COc1ccc(N2CC(C(=O)Nc3nnc(C4CCCCC4)s3)CC2=O)cc1 (stereo not drawn)	-0.3	-1	-7	3	-2	nt	1	-1	nt	-12
CC1CCc2c(sc(NC(=O)c3ccc(-c4ccccc4[N+](=O)[O-])o3)c2C#N)C1 (stereo not drawn)	0.7	-3	-5	0	-13	90*	7	-4	-90	-10
CCOC(=O)N1CCN(S(=O)(=O)c2ccc(C(=O)Nc3nc4ccc(F)cc4s3)cc2)CC1	1.6	-2	3	1	-12	37	-13	4	-37	-1
O=C(CCN1C(=O)/C(=C/c2ccc(Cl)cc2)SC1=S)NCCCn1ccnc1	0.0	-4	-3	3	-7	13	19	2	-13	1
CCc1ccc(NC(=O)c2cnc(SC)nc2C)cc1	-2.2	4	nt	-2	9	21	-7	-2	-21	-4
O=S(=O)(N/N=C1/CC(c2ccccc2)Oc2ccccc21)c1ccc(Br)cc1 (stereo not drawn)	1.8	-3	1	10	12	9	-8	-4	-9	7
O=C(COC(=O)c1cccnc1Cl)NC1CCCCC1	-0.7	-6	-2	-1	-11	-23	2	-6	23	3
CN(C)S(=O)(=O)c1ccc(C(=O)Nc2nnc(Cc3ccccc3)s2)cc1	-1.4	-1	0	-2	2	-26	5	-4	26	0
O=C(NCc1cccc(Cl)c1)C1CCC(=O)N(CCCN2CCCC2=O)C1 (stereo not drawn)	-0.4	-3	-2	-1	-12	-7	-9	-1	7	-4
O=C(CN1CCOc2ccccc21)NC1CCCCCCC1	-0.9	1	nt	0	-12	13	3	-1	-13	-18
O=C(Nc1ccc(Cl)c(S(=O)(=O)N2CCOCC2)c1)c1cccs1	-5.5	-1	-5	0	-11	-5	0	-3	5	6
C#CCOC(=O)c1ccc(-n2cncn2)nc1	0.5	3	0	0	5	-19	16	1	19	4
COc1ccccc1NS(=O)(=O)c1cccc(C(=O)NCC(c2ccco2)N2CCCCC2)c1 (stereo not drawn)	-0.9	-3	1	0	8	17	1	4	-17	-2
Cc1cccc(-n2nc3c(c2NC(=O)c2ccco2)CS(=O)(=O)C3)c1C	-0.4	-1	0	0	-15	-6	11	-2	6	-12
CCOC(=O)c1cnc2c(c(C)nn2-c2ccc(C)cc2)c1Cl	-0.3	-12	-3	-1	-15	16	-12	-6	-16	-6
O=C(NCC(=O)N1CCc2ccccc2C1)c1ccc(Cl)cc1Cl	1.4	-6	-1	1	-9	5	16	1	-5	-12

Entries listed so far marked active in SR-BI HDL uptake:
Molecule	C-LANA FP	PKA-R2B activ	NSD2 HMT inh	DAGLB inhibitor	PvdQ inh	SR-BI HDL uptake	Arr AP2 block	Keap1 Nrf2 FP	SR-BI DiI-HDL act	RTF Ca sens inh
CC1CCc2c(sc(NC(=O)c3ccc(-c4ccccc4[N+](=O)[O-])o3)c2C#N)C1 (stereo not drawn)	0.7	-3	-5	0	-13	90*	7	-4	-90	-10

(next part)
Molecule	C-LANA FP	PKA-R2B activ	NSD2 HMT inh	DAGLB inhibitor	PvdQ inh	SR-BI HDL uptake	Arr AP2 block	Keap1 Nrf2 FP	SR-BI DiI-HDL act	RTF Ca sens inh
Cc1ccc(O)c(C2=NOC(O)(C(F)(F)F)C2)c1 (stereo not drawn)	-1.5	-6	-1	-3	-10	-15	8	1	nt	13
COc1ccc(C2=NNC(c3cccs3)=Nc3ccc(OC)cc32)cc1	-1.5	-13	51*	0	-3	13	5	-3	-13	-13
NC(=S)N/N=C/c1ccc(-c2cc(Cl)c(Cl)cc2Cl)o1	-0.1	-8	1	2	-14	82*	11	-1	-82	5
O=S(=O)(c1cccs1)N1CCN(c2ccccn2)CC1	3.5	-11	-1	2	-6	-13	-2	-6	13	-4
COc1cccc(C(=O)c2cc3ccc(O)cc3oc2=O)c1	-0.2	6	-1	2	-10	-9	-7	-8	9	-5
O=C(O)c1[nH]c2ccccc2c1NS(=O)(=O)c1ccc(F)cc1	-0.3	0	-1	0	-3	-6	5	7	6	6
Nn1cnnc1N/N=C/c1ccc(Cl)c([N+](=O)[O-])c1	0.2	-5	116*	0	2	-14	4	-4	14	6
COCCNc1ncnc2c1[nH]c1ccccc12	1.3	1	-3	0	-17	-12	12	0	12	-2
CCN(CC)S(=O)(=O)c1ccc2oc(C(=O)Nc3ccc(OC)cc3OC)c(C)c2c1	-0.6	7	-4	-5	-6	77*	4	2	-77	-9
CCN1C(=O)[C@H]2[C@@H](c3ccc(-c4ccccc4)cc3)N[C@@](CC(C)C)(C(=O)OC)[C@H]2C1=O	2.3	-5	nt	-3	-11	-16	-7	-1	16	-2
CCN(CC)C(=O)CSC1=Nc2ccccc2C2=NC(Cc3c[nH]c4ccccc34)C(=O)N12 (stereo not drawn)	0.6	2	0	-2	-16	0	15	1	0	2
CCN(CC)c1ccc(NS(=O)(=O)c2ccc(OC)cc2)cc1	-0.1	-4	-1	0	-8	-45	-8	-2	45	-14

Two compounds from above, showing only Arr AP2 block, NSD2 HMT inh and RTF Ca sens inh.
SMILES	Arr AP2 block	NSD2 HMT inh	RTF Ca sens inh
COCCNc1ncnc2c1[nH]c1ccccc12	12	-3	-2
CCN(CC)S(=O)(=O)c1ccc2oc(C(=O)Nc3ccc(OC)cc3OC)c(C)c2c1	4	-4	-9

Continued.
Molecule	C-LANA FP	PKA-R2B activ	NSD2 HMT inh	DAGLB inhibitor	PvdQ inh	SR-BI HDL uptake	Arr AP2 block	Keap1 Nrf2 FP	SR-BI DiI-HDL act	RTF Ca sens inh
CN(C)C(=O)c1cnc(Sc2ncc(C(F)(F)F)cc2Cl)n1C	2.1	8	4	0	-16	9	1	-9	-9	0
COc1cc(CN(C)C(C)C(=O)Nc2ccc([N+](=O)[O-])cc2Cl)ccc1OC(F)F (stereo not drawn)	0.3	-10	4	-3	1	45	24	-4	-45	2
COc1cc(-c2cc(-c3ccccc3)nc(SCC(=O)O)c2C#N)cc(OC)c1OC	0.1	-11	-2	4	-5	-10	8	2	10	-5
CC(C)(C)c1ccccc1NC(=O)c1ccc2c(c1)SC1=NS(=O)(=O)CCN12	-0.4	10	-9	2	-11	nt	5	-4	nt	-3
Cc1ccc(N2CC(C(=O)N3CCC(C(=O)NC(C)(C)C)CC3)CC2=O)cc1 (stereo not drawn)	-0.6	-12	-4	-2	13	nt	11	-1	nt	0
COCCNC(=O)CSc1nnc(CCCN2C(=O)c3cccc4cccc(c34)C2=O)n1-c1ccccc1	0.2	-3	0	0	13	6	4	-4	-6	-7
Cc1nn(C)cc1/C=N/NC(=O)c1ccco1	0.0	-4	-1	-1	6	-11	25	0	11	-3
CCn1c(O)c(C2=NCCCC2)c2ccccc21	-0.1	-14	0	-3	6	nt	25	0	nt	5
O=C1CCCN1CCCNc1ccc2nnc(CCC(=O)N3CCN(c4ccc(F)cc4)CC3)n2n1	0.9	-1	-5	-1	-10	-9	-5	-8	9	-6
COc1ccc(NC(=O)c2ccc(COc3ccccc3OC)o2)cc1OC	1.3	-3	1	3	9	nt	26	-2	nt	8
CCn1c(CCCNC(=O)c2cccs2)nc2ccccc21	2.9	1	nt	3	-11	12	-1	-6	-12	-6
COc1ccc(C=C2NC(=S)NC2=O)cc1	-0.9	-6	-4	1	25	14	-1	4	-14	5
Cc1nc(N2CCN(c3ccccn3)CC2)c2c(C)c(C(=O)N3CCN(c4cccc(Cl)c4)CC3)sc2n1	-2.3	-5	0	-3	0	33	32	3	-33	-6
O=C1CC(NCCN2CCOCC2)C(=O)N1Cc1ccc(N2CCCC2=O)cc1 (stereo not drawn)	9.8	-12	nt	1	4	-8	-4	-8	8	-5
